CR mimetic SO: yeast age-related superoxide inhibition as caloric restriction mimetic | S. cerevisiae aged cells, superoxide DHE fluorescence; stronger effect = lower value | superoxide response (% of plate mean), % at 10 µM | 330,000 tested, 0.18% active;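 active = superoxide response under a set limit, about three screen SD below normal, cut at about 65% in these data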;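 note: yeast aged for seven days with compound at 30 °C before DHE staining; 100% = average MFI of all compound-treated wells on the plate with controls excluded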
AGP1 TOR yeast: yeast TOR pathway AGP1-GFP modulation. S. cerevisiae AGP1-GFP multiplex flow cytometry, 3 h; GFP as percent of DMSO wells. GFP response vs DMSO, % at 10 µM. 320,000 tested, 0.02% active. AID 2066;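 active = GFP response relative to DMSO above a set limit, near screen average plus 3 SD, cut at about 150% in these data; inconclusive = fewer than 70 cells counted for the yeast strain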;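 note: median GFP channel fluorescence of the gated AGP1 strain per well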
GRK2 aptamer HTS: human GRK2 inhibition via aptamer displacement; P25098; AID 488847; 330,000 tested, 0.59% active; inhibition of aptamer binding, % at 10 µM; bead flow cytometry, FAM-aptamer displacement from GRK2;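 active = inhibition of aptamer binding above 40%, roughly 3 SD of noise, on plates passing a quality check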;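 note: median bead fluorescence of bound FAM aptamer so fluorescent compounds give negative values; no value below 0 was filed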
LAP4 TOR yeast: modulators of TOR pathway LAP4-GFP in S. cerevisiae; AID 2023; 320,000 tested, 0.34% active; GFP response vs DMSO, % at 10 µM; S. cerevisiae LAP4-GFP multiplex, flow cytometry GFP, 3 h; median GFP as percent of DMSO wells;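 active = GFP response vs DMSO above a set limit, about the screen mean plus 3 SD, cut at about 150% in these data; inconclusive = under 70 cell events counted for the yeast strain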
RPL19A TOR yeast: modulators of TOR pathway RPL19A-GFP in S. cerevisiae. AID 2025. 330,000 tested, 0.3% active. percent response vs DMSO, % at 10 µM. S. cerevisiae RPL19A-GFP strain, flow cytometry, 3 h; stronger effect = lower value;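 active = percent response vs DMSO below 50%; inconclusive = fewer than 70 events counted for the yeast strain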;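 note: median channel GFP fluorescence of the barcoded RPL19A-GFP strain; ratio of sample median GFP to plate DMSO average so 100% = DMSO; lower means less RPL19A-GFP as with rapamycin TOR inhibition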
CIT2-GFP yeast: modulators of TOR pathway CIT2-GFP in S. cerevisiae | S. cerevisiae CIT2-GFP strain, flow cytometry, 3 h; 100 means same as DMSO wells | GFP response vs DMSO, % at 10 µM | 320,000 tested, 0.065% active | AID 2029;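 active = GFP response relative to DMSO above a set limit, near the screen mean plus 3 SD, cut at about 150% in these data; inconclusive = Fewer than 70 cells measured for a yeast strain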;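 note: ratio of well median GFP fluorescence to mean of DMSO wells on the plate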
VLA-4 inh: inhibition in a human VLA-4 binding assay | VLA-4 expressing cells, ligand binding flow cytometry | inhibition, % (about 7 µM as worked out from the volumes in the protocol) | 330,000 tested, 0.2% active; in the data active = inhibition above about 50%
Target sequence (P13612 whole entry, looked up): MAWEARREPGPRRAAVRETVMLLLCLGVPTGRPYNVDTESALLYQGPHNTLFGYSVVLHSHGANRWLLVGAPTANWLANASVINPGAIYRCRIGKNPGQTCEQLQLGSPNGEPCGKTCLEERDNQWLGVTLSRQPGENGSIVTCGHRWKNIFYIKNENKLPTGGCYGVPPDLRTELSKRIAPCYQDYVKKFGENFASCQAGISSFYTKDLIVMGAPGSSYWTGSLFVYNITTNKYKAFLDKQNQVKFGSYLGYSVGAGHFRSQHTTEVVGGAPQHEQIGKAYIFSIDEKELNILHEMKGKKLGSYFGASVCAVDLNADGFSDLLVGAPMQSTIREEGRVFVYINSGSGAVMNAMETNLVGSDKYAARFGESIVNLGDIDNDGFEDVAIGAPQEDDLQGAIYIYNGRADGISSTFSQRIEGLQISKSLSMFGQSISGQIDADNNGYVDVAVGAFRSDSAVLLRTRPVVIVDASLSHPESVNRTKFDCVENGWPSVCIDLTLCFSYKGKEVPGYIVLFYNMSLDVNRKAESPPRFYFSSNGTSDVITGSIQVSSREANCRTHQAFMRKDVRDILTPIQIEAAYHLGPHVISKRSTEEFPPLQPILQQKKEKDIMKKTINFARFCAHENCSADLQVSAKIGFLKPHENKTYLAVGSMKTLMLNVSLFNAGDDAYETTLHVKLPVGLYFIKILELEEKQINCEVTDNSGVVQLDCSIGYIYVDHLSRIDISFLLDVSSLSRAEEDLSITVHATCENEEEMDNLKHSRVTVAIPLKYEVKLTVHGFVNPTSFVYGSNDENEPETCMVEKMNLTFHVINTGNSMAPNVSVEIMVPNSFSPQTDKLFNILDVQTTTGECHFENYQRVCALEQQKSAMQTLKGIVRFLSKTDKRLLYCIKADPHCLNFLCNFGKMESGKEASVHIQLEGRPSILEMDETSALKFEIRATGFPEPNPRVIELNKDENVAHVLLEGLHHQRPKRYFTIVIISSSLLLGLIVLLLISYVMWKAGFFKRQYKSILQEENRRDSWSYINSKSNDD
MEP2-GFP yeast: alters MEP2-GFP fluorescence in TOR pathway yeast screen; 330,000 tested, 0.51% active; GFP response vs DMSO, % at 10 µM; S. cerevisiae MEP2-GFP strain, flow cytometry GFP, 3 h; 100% = DMSO control level;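 active = GFP response versus DMSO above a set limit, roughly screen mean plus 3 SD, cut at about 180% in these data; inconclusive = fewer than 70 cells counted for a yeast strain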;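 note: median GFP fluorescence of the barcode-gated MEP2-GFP cells per well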
The depositor's hits bear a star; i = inactive; ? = inconclusive; · = not tested or not shown; [ ] = another dose, or the depositor's remark.

SMILES	CR mimetic SO	AGP1 TOR yeast	GRK2 aptamer HTS	LAP4 TOR yeast	RPL19A TOR yeast	CIT2-GFP yeast	VLA-4 inh	MEP2-GFP yeast
CCOC(=O)c1cc(-c2ccccc2)nn1CCC#N	104	98	0	102	100	95	15	98
CCCCOc1ccc(Nc2cc(Cl)ccc2C(=O)O)cn1	166	81	6	106	93	80	1	96
O=C(COc1ccccc1[N+](=O)[O-])Nc1ccc(CN2CCOCC2)cc1	110	100	1	92	103	102	20	103
COC(=O)c1[nH]c2cc(OC)c(OC)cc2c1NC(=O)Oc1ccccc1	91	101	0	102	100	105	-5	105
Cc1ccc(C)c(S(=O)(=O)N2CCC3(CC2)OCCN3S(=O)(=O)c2cccs2)c1	90	106	2	120	97	104	5	97
Cc1occc1C(=O)N1CCCC(CO)(Cc2ccc(F)cc2F)C1 (stereo unspecified)	107	98[may fluoresce green]	4	99[may fluoresce green]	97[may fluoresce green]	95[may fluoresce green]	7	104[may fluoresce green]
O=C(Nc1ccccc1Cl)OC1CCCCC1	100	106	0	105	108	103	-12	108
COc1ccc(NC(=O)C2CCC(CNc3c(N4CCCCC4)c(=O)c3=O)CC2)cc1OC (stereo unspecified)	95	104	5	101	103	98	32	101
CCOC(=O)c1c(C)nc2c(c1-c1cc(OC)ccc1OC)C(=O)CC(C)(C)C2	86	113	2	124	107	98	-3	99
O=S(=O)(c1ccccc1)N1CCC(n2cnc3ccccc32)CC1	91	100	1	108	104	102	-7	110
O=C(O)C1CCN(c2c([N+](=O)[O-])cc(C(F)(F)F)cc2[N+](=O)[O-])CC1	101	98	1	102	99	104	31	103
CC(=O)Nc1cc(C(=O)OCC(=O)c2ccc(Cl)cc2Cl)ccc1C	101	102	0	102	96	98	5	104
Cc1cccc(OCC(=O)N2CCOCC2)c1	94	91	3	86	98	91	1	101
O=C1CCNCCN1[C@H](CO)Cc1ccccc1	100	86	0	107	101	87	21	91
CC1CCN(c2c(NCc3ccc(C(=O)NCc4ccco4)cc3)c(=O)c2=O)CC1	100	92	0	99	102	85	30	112
N#CC1=C(N)Oc2n[nH]c(-c3cccs3)c2C1c1ccoc1 (stereo unspecified)	94	106	1	107	100	104	4	105
c1ccc(-c2ccccc2OCCOCCN2CCNCC2)cc1	103	87	0	79	83	80	44	84
COc1cc(C(=O)N(C)CCOc2ccccc2)ccc1OCC(=O)Nc1cccc(C(F)(F)F)c1	96	110	0	107	99	95	-13	100
O=C(COC(=O)c1n[nH]c2ccccc12)Nc1ccc(S(=O)(=O)N2CCCC2)cc1	88	97	3	97	94	101	10	98
C[C@@H]1NC(=O)[C@H](CC(N)=O)NC(=O)c2cc([N+](=O)[O-])cc(I)c2OCC[C@@H](C(=O)NC(CC(=O)O)C(N)=O)NC1=O (stereo partly specified)	108	83	0	106	95	92	17	86

Another view of 2 compounds above.
Structure,CR mimetic SO,AGP1 TOR yeast,GRK2 aptamer HTS,LAP4 TOR yeast,RPL19A TOR yeast,CIT2-GFP yeast,VLA-4 inh,MEP2-GFP yeast
c1ccc(-c2ccccc2OCCOCCN2CCNCC2)cc1,103,87,0,79,83,80,44,84
COc1cc(C(=O)N(C)CCOc2ccccc2)ccc1OCC(=O)Nc1cccc(C(F)(F)F)c1,96,110,0,107,99,95,-13,100

(next part)
SMILES	CR mimetic SO	AGP1 TOR yeast	GRK2 aptamer HTS	LAP4 TOR yeast	RPL19A TOR yeast	CIT2-GFP yeast	VLA-4 inh	MEP2-GFP yeast
CCN(CC(=O)NCc1cccs1)S(=O)(=O)c1cccc(C(C)=O)c1	98	107	0	110	97	85	5	97
CN1CCN(S(=O)(=O)c2cccc(C(=O)NCc3ccc(Cl)cc3)c2)CC1	93	100	3	98	95	98	22	91
COc1ccc(NS(=O)(=O)c2ccc(NC(=S)NC(=O)c3cccnc3)cc2)nn1	i	100	0	96	94	102	24	100
CN(CC(=O)Nc1ccc(F)cc1)C(=O)COC(=O)CN1C(=O)NC2(CCCC2)C1=O	92	98	0	96	90	103	-2	101
CC(C)(C)N(Cc1ccccc1)C(=O)COC(=O)C1CCN(c2ccc(C(F)(F)F)cn2)CC1	103	105	1	111	104	105	-8	109
C1CN(c2nc3nonc3n3nnnc23)CCO1	106	100	3	101	96	82	6	97
Cc1nc(NC(=O)c2cc3ccccc3o2)ccc1Br	99	98	2	99	99	99	1	108
CC(=O)Oc1ccc(C2OC(=O)c3ccccc3N2C(C)=O)cc1 (stereo unspecified)	102	90	3	94	97	·	34	93
Cc1nc(NS(=O)(=O)c2cccc([N+](=O)[O-])c2)sc1C(C)(C)C	103	101	1	92	99	96	3	97
CCCc1ncc(CN2CCCC(C(=O)Nc3ccc(-c4cccc(OC)c4)cc3)C2)cn1 (stereo unspecified)	95	104	0	105	103	103	-111	102
Cn1c(=O)c2c(nc(CN3CCN(Cc4ccccc4)CC3)n2Cc2ccc(Cl)cc2)n(C)c1=O	140	96	1	102	96	98	24	101
CN(C)c1nc(N)nc(CSc2nnnn2C)n1	99	110	0	104	103	111	17	109
COc1ccc(-c2onc(C)c2-c2cnn(-c3ccccc3)c2)c(O)c1	106	101	3	99	102	98	22	103
CCOC(=O)Cc1csc(NC(=O)/C=C/c2ccc(Cl)cc2)n1	99	84	2	93	92	102	4	100
CCCCCCNC(=O)Cc1ccc(Br)cc1	92	110	0	105	96	86	-1	102
O=C(O)CCC(=O)N1CCC(C(=O)c2cccc(Cl)c2)CC1	96	105	0	101	95	94	6	102
CCN1C(=O)c2ccccc2Sc2ccc(C(=O)NCCCN3CCOCC3)cc21	113	92	0	93	95	88	7	88
CC(C)(C)C1CCC(C(=O)OCC(=O)Nc2ccc3[nH]c(=O)[nH]c3c2)CC1 (stereo unspecified)	110	92	0	83	99	99	6	98
O=C(Nc1c(-c2ccccc2)nc2ccc(Cl)cn12)c1cccs1	98	105	22	96	106	108	14	95
Cc1sc2ncn(CC(=O)N3CCC(C(N)=O)CC3)c(=O)c2c1S(=O)(=O)N1CCOCC1	109	92	0	76	95	90	14	86
CCc1ccc(NC(=O)Nc2ccon2)cc1	108	89	1	92	100	95	7	103
COc1ccc(C(=O)N2CCN(Cc3ccccc3[N+](=O)[O-])CC2)cc1	100	100	2	90	103	104	5	90
COc1ccc2c(c1[N+](=O)[O-])CCC/C2=N/OC(=O)c1ccccc1SC	109	104	0	104	100	97	18	103
Cc1ccc(-c2nnc3ccc(SC(C)C(=O)O)nn23)cc1 (stereo unspecified)	104	105	1	101	105	106	-12	111
O=C(Cn1ccc([N+](=O)[O-])n1)NCc1nc2ccccc2[nH]1	107	96	2	104	100	99	5	105
CCCCn1c(-c2cccc3ccccc23)nc2cc3[nH]c(=O)c(C(C)C)nc3cc21	89	102	9	98	97	98	-5	102
O=C1C=C(NCc2ccco2)CCC1	107	105	13	98	96	96	32	101
Cc1ccc(CC(=O)NCC(O)c2ccccc2)cc1 (stereo unspecified)	107	?	0	85[may fluoresce violet]	46*[may fluoresce violet]	?	38	284*[may fluoresce violet]
COc1ccc(NC(=S)N2CCN(c3ccc([N+](=O)[O-])cc3)CC2)cc1OC	98	99	2	105	92	92	10	101
CCOC(=O)Cc1csc(NC(=O)c2cc(C)cc(C)c2)n1	95	97	1	126	103	94	0	99
Nc1nc(-c2ccccn2)nc(N)c1Cc1ccccc1F	85	105	0	102	99	92	10	96
Cc1ccc(C(=O)CCC2CCCC2=O)cc1 (stereo unspecified)	97	90	0	89	90	87	10	92
O=C(CCCn1c(=O)[nH]c2ccccc2c1=O)Nc1ccc(F)cc1	114	115	4	106	102	112	7	111
O=[N+]([O-])c1ccc(Oc2ccc(-c3nnco3)cc2)c(Cl)c1	100	93	1	100	94	86	-11	83
COc1ccc(CNC(=O)C2CCN(S(C)(=O)=O)CC2)c(OC)c1	113	88	0	85	86	86	53*	80
Cc1cccc(C(=O)Nc2ccc3ccccc3c2)c1	93	80	0	87	92	81	8	94
O=C(NCc1ccco1)c1ccc(Cn2c(=O)c3sccc3n(Cc3cccc(F)c3)c2=O)cc1	103	98	0	103	93	95	6	111
CN(Cc1cccs1)C(=O)COc1cccc(-n2cnnn2)c1	96	·	0	96	99	96	11	95
CCOc1cccc(C(=O)NC(=S)Nc2ccc(N3CCN(CC)CC3)cc2)c1	94	100	0	113	107	99	5	103
COc1cccc(/C=C/C(=O)NNC(=O)c2cc(C)oc2C)c1	91	93	0	92	90	88	5	95
CCNC(=S)N(CCc1c(C)[nH]c2ccc(F)cc12)Cc1cccnc1	103	100	0	93	101	97	17	101
OCC[C@H]1C[C@H](O)[C@@H](O)[C@]2(CCCCO2)O1	95	95	0	92	94	88	-7	91
Cc1ccc(Nc2nc(Cl)nc(NC3CCCCC3)n2)cc1	103	97	2	90	103	103	14	113
CN1CCN(c2nc3c(c(=O)[nH]c(=O)n3C)n2Cc2cccc3ccccc23)CC1	107	99	0	95	100	102	17	91
N#CC[C@H](Cc1ccccc1)N1CC[C@@H](O)CCC1=O	100	78	1	131	93	69	12	90
O=C(NCCC1=CCCCC1)C1CCN(c2nc3ccccc3o2)CC1	81	106	0	129	111	107	-4	87
COc1ccc(N2CCOCC2)c(NC(=O)COc2cccc(C)c2)c1	112	99	0	102	100	103	0	101
Cc1nc(SCC(=O)N2CC(C)OC(C)C2)nc(C)c1C (stereo unspecified)	89	102	2	99	97	104	9	102
O=C(CSc1nnc(C2CC2)n1Cc1ccccc1)NCc1ccccc1	105	·	0	109	95	98	-2	100
C=CCn1c(O)c(N=NC(=S)Nc2ccccc2F)c2cc(S(=O)(=O)N3CCOCC3)ccc21	100	95	1	104	95	94	-11	95
[O-][n+]1c2ccccc2cc2ccccc21	95	31	0	101	98	69	-5	110
COc1ccc(CN(C(=O)c2cccs2)C(C(=O)NC2CCCCC2)c2ccc3ncccc3c2)cc1 (stereo unspecified)	142	100	1	97	98	104	7	98
S=C(NCC1CCCO1)NC1CC1 (stereo unspecified)	96	105	87*	98	104	109	-12	104
CN(C)/C=N/n1cnc2ccccc2c1=O	100	112	0	103	92	103	20	95
COc1cccc(NC(=S)NN2C(C)CCCC2C)c1 (stereo unspecified)	101	95	0	103	101	93	2	138
COC(=O)c1cc(NC2c3ccccc3C(=O)N2CCN2CCOCC2)cc(C(=O)OC)c1 (stereo unspecified)	98	88	0	84	93	103	-3	98
Cc1onc(C(=O)Nc2sc3c(c2C(N)=O)CCCC3)c1[N+](=O)[O-]	116	96	0	103	93	95	0	100
CCCCc1nnc(NC(=O)COC)s1	109	99	1	105	95	96	-10	97
O=C(Nc1ccccc1Oc1cccnc1)C1CCCN(Cc2cccc(Cl)c2)C1 (stereo unspecified)	76	100	0	102	101	97	6	98
COc1ccc(NC(=O)C2CCCN(S(=O)(=O)c3cccnc3)C2)cc1 (stereo unspecified)	91	111	0	106	110	109	-5	105
CC(CN1CCN(Cc2ccccc2)CC1)OC(=O)c1ccco1 (stereo unspecified)	i	106	0	100	98	100	1	98
CCCn1nc(C(=O)N2CCN(S(=O)(=O)c3ccc(C)c(C)c3)CC2)c2ccccc2c1=O	97	98	1	95	99	97	11	98
NC(=O)c1ccc(N=C2C(=O)Nc3ccc([N+](=O)[O-])cc32)cc1	135	91	8	88	91	90	23	90

A few values from the list:
`C[C@@H]1NC(=O)[C@H](CC(N)=O)NC(=O)c2cc([N+](=O)[O-])cc(I)c2OCC[C@@H](C(=O)NC(CC(=O)O)C(N)=O)NC1=O` (stereo partly specified) | MEP2-GFP yeast: 86
`CCOC(=O)c1c(C)nc2c(c1-c1cc(OC)ccc1OC)C(=O)CC(C)(C)C2` | CR mimetic SO: 86
`CCCCOc1ccc(Nc2cc(Cl)ccc2C(=O)O)cn1` | MEP2-GFP yeast: 96
`CCc1ccc(NC(=O)Nc2ccon2)cc1` | MEP2-GFP yeast: 103

High-throughput results from PubChem BioAssay.
